Screens from PubChem.
TRPC4 act: TRPC4 (mouse) channel activation. B-score at 10 µM. HEK293 TRPC4beta/mu-opioid, Fluo4 calcium fluorescence; active compounds read high. Q9QUQ5. 310,000 compounds, 0.49% hits. AID 2237;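 active = B-score above 5 SD of library B-scores, and initial fluorescence ratio not above library mean plus 5 SD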;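 also: positive B-score marks a calcium rise read as TRPC4 activation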
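Test system: HEK293 cells stably co-expressing mouse TRPC4beta and mu-opioid receptor | Schedule: Fluo4 dye loading 45 min at room temperature, 110 s recording | Measured by: Kinetic Fluo4 calcium fluorescence, 5 s baseline at 1 Hz | Evaluation: B score of integrated ratio | Controls: Buffer (low) and maximal DAMGO (high)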
TRPC4 PAM: TRPC4 (mouse) allosteric potentiation; AID 2227; 310,000 compounds, 0.42% hits; Q9QUQ5; B-score at 10 µM; HEK293 TRPC4beta/mu-opioid, DAMGO EC20, Fluo-4 Ca2+ flux; active compounds read high;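 active = B-score of calcium response area above 5 SD of library B-scores, with initial fluorescence ratio within 5 SD of library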;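 also: B-score of integrated fluorescence ratio over time as area under calcium response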
MrgX1 agonist: agonists of human MrgX1 receptor; B-score at 10 µM; MrgX1-HEK293 cells, Fluo-4 calcium fluorescence, agonist mode; active compounds read high; Q96LB2; 310,000 compounds, 0.44% hits;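 active = calcium response B-score plate-corrected fluorescence ratio at least 3 library SD, with starting fluorescence B-score inside 5 SD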
Target sequence (Q96LB2 whole entry, looked up): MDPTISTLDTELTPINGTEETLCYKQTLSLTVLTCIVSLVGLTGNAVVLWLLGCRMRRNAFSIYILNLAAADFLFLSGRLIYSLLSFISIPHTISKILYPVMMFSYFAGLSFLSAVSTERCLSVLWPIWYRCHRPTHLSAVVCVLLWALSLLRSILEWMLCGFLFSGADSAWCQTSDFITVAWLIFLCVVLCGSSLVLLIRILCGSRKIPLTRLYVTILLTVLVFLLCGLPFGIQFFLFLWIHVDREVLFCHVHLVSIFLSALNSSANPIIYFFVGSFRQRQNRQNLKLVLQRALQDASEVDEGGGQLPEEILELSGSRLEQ
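Material – MrgX1-expressing HEK293 cells · Input – 15,000 cells seeded per well · Dosing – compound as first of three additions · Times – overnight seeding, then 1 h dark dye loading · Measured by – kinetic Fluo-4 NW fluorescence of intracellular calcium · Read-out – B-scored fluorescence response ratio · Benchmarks – positive and negative control wells on each plate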
TRPC6 activator: activates the mouse TRPC6 cation channel. Q61143. HEK293-TRPC6 membrane potential dye fluorescence; active compounds read high. B-score at 10 µM. 310,000 compounds, 0.13% hits;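 active = B-score of the integrated fluorescence ratio above library mean plus 3 SD, and starting fluorescence ratio within library mean plus 5 SD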;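 also: higher score means more depolarization so channel activation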
ANO1 block: blocks the mouse calcium-activated chloride channel TMEM16A. Q8BHY3. HEK293 TMEM16A/YFP iodide influx fluorescence, ionomycin. normalized B-score (activity score, 25-100; higher = stronger inhibition) at 10 µM. 310,000 compounds, 1.2% hits;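 active = ratio plate-corrected score three or more library SD toward inhibition, starting fluorescence score within five deviations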;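 also: score derived from kinetic fluorescence span divided by baseline fluorescence per well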
MrgX1 antag: antagonists of human MrgX1 receptor | Q96LB2 | MRGX1-HEK293 calcium flux, Fluo-4, BAM8-22 antagonism; active compounds read low | B-score at 10 µM | 310,000 compounds, 1.3% hits | AID 588676;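 active = calcium-response B-score plate-corrected more than 3 library SD below zero, starting fluorescence within 5 deviations, no agonist response on first addition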;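 also: peak minus trough fluorescence over baseline after final BAM8-22 challenge near maximal dose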
MrgX1 PAM: allosterically activates human MrgX1 receptor signaling; B-score at 10 µM; MrgX1-HEK293, Fluo-4 calcium flux, FDSS; active compounds read high; AID 588675; 310,000 compounds, 0.63% hits;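 active = plate-corrected calcium response at least 3 library SD above typical, normal starting fluorescence, not activating the receptor alone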;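 also: compound read alongside a low EC10 to EC30 dose of BAM8-22 agonist; peak minus trough fluorescence over baseline measured at the second addition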
TRPC4 block: TRPC4 (mouse) channel inhibition. Q9QUQ5. B-score at 10 µM. 300,000 compounds, 0.39% hits. HEK293 TRPC4beta/mu-opioid, DAMGO-evoked Fluo4 calcium flux; active compounds read low. AID 2247;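 active = B-score over 3 SD under the library average, no early fluorescence shift, positive overall ratio signal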
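Assay system: HEK293 cells with stable TRPC4beta plus mu-opioid receptor expression; Probe or stimulus: DAMGO in two steps, submaximal then maximal; Dosing: single-point compound dosing; Measured by: Fluo4 calcium-dye fluorescence, kinetic read; Read-out basis: B score from integrated Fluo4 fluorescence ratio.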
SKKanGAS inh: SKKanGAS growth inhibition | 300,000 compounds, 1.3% hits | S. pyogenes SKKanGAS, kanamycin growth, BacTiter-Glo, 6 h | AID 1662 | inhibition, % at 7.5 µM;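 active = mean replicate score, as percent of positive control median, at least 50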;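 also: strain carries kanamycin resistance gene driven by streptokinase promoter and grows in 40 µg/ml kanamycin; loss of luminescence reflects streptokinase promoter inhibition or plain growth inhibition; 0% = median of DMSO wells and 100% = positive control at its reference dose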
TRPC6 inhibitor: blocks the mouse TRPC6 cation channel. Q61143. 310,000 compounds, 1.1% hits. HEK293-TRPC6, membrane potential dye, ACh-evoked depolarization; active compounds read low. B-score at 10 µM;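 active = B-score under library mean minus 3 SD, initial fluorescence not abnormally high, positive integrated signal ratio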;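 also: B-score derived from integrated fluorescence ratio over the kinetic read; more negative B-score means stronger inhibition of depolarization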
ANO1 activ: activates or potentiates the mouse TMEM16A chloride channel. Q8BHY3. HEK293 TMEM16A/YFP-H148Q/I152L, iodide quench fluorescence; active compounds read low. B-score at 10 µM. 340,000 compounds, 0.3% hits. AID 623877;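 active = fluorescence-ratio B-score plate-corrected deviation score at least 3 library SD below zero, with starting fluorescence score within 5 deviations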;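 also: channel opened by trigger with iodide after compound preincubation; score built on the fluorescence ratio of max minus min over baseline; more negative score means more quench and so TMEM16A activation or potentiation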
* hit, by the source's call; i = inactive; nt = not tested or not shown; & = joins results of further samples.

No. | Molecule | ANO1 activ | TRPC4 act | MrgX1 PAM | TRPC4 PAM | TRPC6 activator | TRPC4 block | TRPC6 inhibitor | SKKanGAS inh | MrgX1 antag | ANO1 block | MrgX1 agonist
1 | CN(C(=O)c1ccccc1Cl)c1ccccc1 | i | i | i | i | i | i | i | 0 | i | i | i
2 | O=C(Cc1cc(=O)[nH][nH]1)N/N=C/C(Cl)=C/c1ccccc1 | i | i | i | i | i | i | i | -13&11 | i | i | i
3 | CCc1nnc(NC(=O)CN2C(=O)/C(=C/c3ccc(OC)c(OC)c3)SC2=S)s1 | nt | i | i | i | i | i | i | 9 | i | i | i
4 | COC(=O)c1ccc(COC(=O)C2CCN(S(=O)(=O)c3c(Cl)cccc3Cl)CC2)o1 | i | i | i | i | i | i | i | -4 | i | i | 29*
5 | O=[N+]([O-])c1cc(S(=O)(=O)Nc2cccc(Cl)c2)ccc1N/N=C/c1ccc(N2CCOCC2)cc1 | i | i | i | i | i | i | i | 13 | i | i | i
6 | CC(C)(CC(=O)O)CC(=O)N1CCCN(c2nccc(C(F)(F)F)n2)CC1 | i | i | i | i | i | i | i | -1 | i | i | i
7 | Cc1sc2ncnc(OCC(=O)NCC3CCCO3)c2c1C (centres undefined) | i | i | i | i | i | i | i | -9 | i | i | i
8 | CSc1sc(C(=O)NNC(=O)c2ccc(Cl)cc2)c2c1C=CCC2 | i | i | i | i | i | i | i | 10 | i | i | i
9 | Cc1ccc(Nc2cc(C)c(O)c(C)c2)cc1 | i | i | i | i | i | i | i | 12 | i | i | i
10 | COc1ccc(OC)c(N=CC2=C(O)CC(C)(C)CC2=O)c1 | i | i | i | i | i | i | i | -4 | i | i | i
11 | Cc1cc(OCc2cc(C(=O)NC(C)c3c(C)nn(C)c3C)no2)cc(C)c1Cl (centres undefined) | i | i | i | i | i | i | i | -1 | i | i | i
12 | COc1cc(/C=C/C(=O)OCC(=O)N2CCC(Cc3ccccc3)CC2)ccc1O | i | i | i | i | i | i | i | 6 | i | i | i
13 | O=C(C1CCN(c2nnc(-n3cccc3)s2)CC1)N1CCOCC1 | i | i | i | i | i | i | i | 1 | i | i | i
14 | CNC(=O)CSc1nc2ccccc2c(=O)n1CCc1ccccc1 | i | i | i | i | i | i | i | 12 | i | i | i
15 | CC(C)NC(=O)Cn1c(=O)c2c(ncn2Cc2ccccc2)n(Cc2ccccc2)c1=O | i | i | i | i | i | i | i | 2 | i | i | i
16 | COc1ccc(-c2noc3c2-c2nc(-c4ccc(Br)cc4)sc2CC3)cc1 | i | i | i | i | i | i | i | 4 | i | i | i
17 | Cc1sc2ncnc(N3CCC(C(=O)Nc4nc(-c5cccs5)cs4)CC3)c2c1C | i | i | i | i | i | i | i | 40 | i | i | i
18 | CC1(C(=O)NC(=S)N(CCC#N)Cc2cccnc2)CC1(Cl)Cl (centres undefined) | nt | i | i | i | i | i | i | -1 | i | i | i
19 | CCCn1c(C)cc(/C=C(\C#N)C(=O)O)c1C | i | i | i | i | i | i | i | 4 | i | i | i
20 | CCOc1ccc(C(=O)N2CCN(c3ccccn3)CC2)cc1OCC | i | i | i | i | i | i | i | -2 | -4.8* | i | i
21 | CCOC(=O)C1CCCN(C(=S)NC2CCCCC2)C1 (centres undefined) | i | i | i | i | i | i | i | -2 | i | i | i
22 | Cc1[nH]c(=O)c(C#N)c(C)c1CCC(=O)Nc1cc(S(C)(=O)=O)ccc1Cl | i | i | i | i | i | i | i | 2 | i | i | i
23 | Cc1cc(C(=O)c2cnc(/N=C/N(C)C)s2)c(F)cc1Cl | i | i | i | i | i | i | i | 3 | i | i | i
24 | CC1CCCC(C)N1C(=O)c1ccc(S(=O)(=O)NCc2ccco2)cc1 (centres undefined) | i | i | i | i | i | i | i | 2 | i | i | i
25 | O=C(NC1CC2CCC(C1)N2Cc1ccccc1)c1cccc(F)c1 (centres undefined) | i | i | i | i | i | i | i | -2 | i | i | i
26 | CCn1c(=O)cc(N2CCN(Cc3ccccc3)CC2)[nH]c1=O | i | i | i | i | i | i | i | -4 | i | i | i
27 | C=CCSc1nc(N)c2c(C)c(C)sc2n1 | i | i | i | i | i | i | i | -7 | i | i | i
28 | Cc1c(NC(=O)C(C)OC(=O)Cc2ccc(F)cc2)c(=O)n(-c2ccccc2)n1C (centres undefined) | i | i | i | i | i | i | i | 6 | i | i | i
29 | CCOCCCN(C(=O)CCC(=O)Nc1cc(C)on1)C(C(=O)NC(C)(C)C)c1ccccc1Cl (centres undefined) | i | i | i | i | i | i | i | -2 | i | i | i
30 | CCn1c(-c2csc(C(C)C)c2)n[nH]c1=S | i | i | i | i | i | i | i | -11 | i | i | i
31 | COC(=O)C1=CN(Cc2ccc(C)cc2)C=C(C(=O)OC)C1c1cc(OC)c(OC)c(OC)c1 | i | i | i | i | i | i | i | 8 | i | i | i
32 | Cc1cccc(C(C)C)c1NC(=O)COC(=O)COc1ccc2c(C)cc(=O)oc2c1 | i | i | i | i | i | i | i | -2 | i | i | i
33 | Cc1ccc(-c2nc(NC(=O)CSc3ncn[nH]3)ns2)cc1 | i | i | i | i | i | i | i | -11 | i | i | i
34 | COc1cc(NC(=O)c2ccccc2)c(OC)cc1Cl | i | i | i | i | i | i | i | -6 | i | i | i
35 | CC(OC(=O)c1ccc(NC(=O)CC#N)cc1)C(=O)Nc1nc(-c2ccccc2)cs1 (centres undefined) | i | i | i | i | i | i | i | 39 | i | 100* | i
36 | N#Cc1c(C(F)(F)F)cc(-c2cccs2)nc1SCc1ccc(Cl)nc1 | i | i | i | i | i | i | i | -15 | i | i | i
37 | Cc1ccc(C(=O)CN(C(=O)c2ccc(Cl)c(Cl)c2)N2C(=O)C3C4C=CC(C4)C3C2=O)cc1 (centres undefined) | i | i | i | i | i | i | i | 3 | i | i | i
38 | O=C(Nc1ccccc1OC(=O)c1ccc(Cl)cc1)c1ccc(Cl)cc1 | i | i | i | i | i | i | i | 6 | i | i | i
39 | COc1cccc(/C=C/C(=O)OCC(=O)Nc2ccc(N3CCOCC3)cc2)c1OC | i | i | i | i | i | i | i | 1 | i | i | i
40 | CCOc1ccc2nc(N3C(=O)/C(=C/c4ccc(Cl)cc4)NC3=S)sc2c1 | i | i | nt | i | i | i | i | 96* | nt | nt | nt
41 | COCCSc1nnc(-c2cnccn2)o1 | i | i | i | i | i | i | i | 2 | i | i | i
42 | O=C1C(CCS(=O)c2ccccc2)C(=O)N(c2ccccc2)N1c1ccccc1 (centres undefined) | i | i | i | i | i | i | i | 1 | i | i | i
43 | NC(=O)CN1C(=O)C(=O)N(Cc2ccccc2)C1=O | i | i | i | i | i | i | i | 4 | i | i | i
44 | CCCCn1c(N)c(N(CC(C)C)C(=O)c2cccc(S(=O)(=O)N3CCCCC3)c2)c(=O)[nH]c1=O | i | i | i | i | i | i | i | 0 | i | i | i
45 | CC[C@@]12C(=O)N(c3cccc(C)c3)C(=O)N1[C@H](c1ccc(Br)cc1)[C@@H]1C(=O)N(C(C)(C)C)C(=O)[C@@H]12 | i | i | i | i | i | i | i | -1 | i | i | i
46 | CC1(C)Cc2c(cnn2-c2cccc(F)c2)C(NC(=O)CCc2cnccn2)C1 (centres undefined) | i | i | i | i | i | i | i | 5 | i | i | i
47 | COc1ccc(C(CC(=O)N2CCN(c3ccccc3)CC2)c2c(O)cc(OC)cc2OC)cc1 (centres undefined) | i | i | i | i | i | i | i | 4 | i | i | i
48 | Cn1c(=O)[nH]c(=O)c2c1nc(N1CCCC1)n2CCCSc1nc2ccccc2o1 | i | i | i | i | i | i | i | -1 | i | i | i
49 | NC(=O)CSc1nnc(-c2ccccc2)c(-c2ccccc2)n1 | i | i | i | i | i | i | i | -5 | i | i | i
50 | Cc1noc(C)c1COc1ccccc1C(=O)NCc1ccccc1Cl | i | i | i | i | i | i | i | -5 | i | i | i
51 | Cc1cnc(C)c(N2CCN(Cc3nc(-c4ccc(C)o4)oc3C)CC2)n1 | i | i | i | i | i | i | i | -14 | i | i | i
52 | O=C(CCNS(=O)(=O)c1ccc(Cl)cc1)NCc1ccccn1 | i | i | i | i | i | i | i | -6 | i | i | i
53 | CCCN1CCN(C(=O)CCCNC(=O)Cn2cnc3sc(C)c(C)c3c2=O)CC1 | i | i | i | i | i | i | i | 0 | i | i | i
54 | CSCC[C@H](NC(=O)Nc1ccc(S(N)(=O)=O)cc1)C(=O)O | i | i | i | i | i | i | i | 0 | i | i | i
55 | Cc1ccc(NS(=O)(=O)c2cc(C(=O)N3CCN(C)CC3)ccc2C)cc1C | i | i | i | i | i | i | i | -12 | i | i | i
56 | CCn1ncc(C(=O)Nc2ccc(S(=O)(=O)N3CCCC3)cc2)c1C | i | i | i | i | i | i | i | 0 | i | i | i
57 | CCC(C)NC(=O)c1ccc(N2CCC3(CC2)OCCO3)c([N+](=O)[O-])c1 (centres undefined) | i | i | i | i | i | i | i | -4 | i | i | i
58 | CN(C(=O)c1ccncc1)c1ccccc1 | i | i | i | i | i | i | i | -1 | i | i | i
59 | COc1cccc(NC(=O)C2CSC3(C)CCC(=O)N23)c1 (centres undefined) | i | i | i | i | i | i | i | -5 | i | i | i
60 | Cc1ccccc1C(=O)NCC(c1ccco1)N1CCc2ccccc2C1 (centres undefined) | i | i | i | i | i | i | i | -2 | i | i | i
61 | COc1ccccc1C(=O)NC(=S)Nc1ccccc1N1CCCC1 | i | i | i | i | i | i | i | 4 | i | i | i
62 | CC(=O)Nc1cccc(/C(C)=N/NC(=S)NC(C)C)c1 | i | i | i | i | i | i | i | -3 | i | i | i
63 | COc1ccccc1/C=C1\SC(=O)N(CCC(=O)N(C)C2CCS(=O)(=O)C2)C1=O (centres undefined) | i | i | i | i | i | i | i | -1 | i | i | i
